Assay outcomes: PubChem, Broad Institute
RAD52 anneal inh = blocks human RAD52 DNA annealing; inhibition, % at 18.7 µM; recombinant RAD52 DNA annealing, FRET fluorescence; hit rate 0.46% among 360,000;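 active = every replicate showing at least 50% inhibition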
CFTR F508del cor = CFTR F508del correction in bronchial cells. activity (quench increase), % at 7.58 µM. hit rate 0.36% among 350,000. CFBE cells, YFP halide quenching; stimulated with forskolin plus potentiator P3; % fluorescence drop versus neutral controls;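 active = mean added fluorescence quench of at least 8% versus neutral control, with both replicates also reaching 8%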;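 also: cells transiently co-express mutant CFTR-F508del with the halide-sensitive YFP; corrector assay measuring rescue of mutant channel to the surface after 24 h compound exposure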
ERAP1 inh = blocks human ERAP1 aminopeptidase activity; Q9NZ08; recombinant ERAP1, Leu-AMC fluorescence, 60 min; inhibition, % at 10.7 µM; hit rate 0.15% among 340,000; AID 652197;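 active = mean replicate inhibition of at least 30%, or all replicates individually reaching that 30% level; inactive = mean below 30% and not every replicate reaching it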;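 also: 0% = neutral control wells and 100% = L-leucinethiol positive control wells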
Target sequence (Q9NZ08 whole entry, looked up): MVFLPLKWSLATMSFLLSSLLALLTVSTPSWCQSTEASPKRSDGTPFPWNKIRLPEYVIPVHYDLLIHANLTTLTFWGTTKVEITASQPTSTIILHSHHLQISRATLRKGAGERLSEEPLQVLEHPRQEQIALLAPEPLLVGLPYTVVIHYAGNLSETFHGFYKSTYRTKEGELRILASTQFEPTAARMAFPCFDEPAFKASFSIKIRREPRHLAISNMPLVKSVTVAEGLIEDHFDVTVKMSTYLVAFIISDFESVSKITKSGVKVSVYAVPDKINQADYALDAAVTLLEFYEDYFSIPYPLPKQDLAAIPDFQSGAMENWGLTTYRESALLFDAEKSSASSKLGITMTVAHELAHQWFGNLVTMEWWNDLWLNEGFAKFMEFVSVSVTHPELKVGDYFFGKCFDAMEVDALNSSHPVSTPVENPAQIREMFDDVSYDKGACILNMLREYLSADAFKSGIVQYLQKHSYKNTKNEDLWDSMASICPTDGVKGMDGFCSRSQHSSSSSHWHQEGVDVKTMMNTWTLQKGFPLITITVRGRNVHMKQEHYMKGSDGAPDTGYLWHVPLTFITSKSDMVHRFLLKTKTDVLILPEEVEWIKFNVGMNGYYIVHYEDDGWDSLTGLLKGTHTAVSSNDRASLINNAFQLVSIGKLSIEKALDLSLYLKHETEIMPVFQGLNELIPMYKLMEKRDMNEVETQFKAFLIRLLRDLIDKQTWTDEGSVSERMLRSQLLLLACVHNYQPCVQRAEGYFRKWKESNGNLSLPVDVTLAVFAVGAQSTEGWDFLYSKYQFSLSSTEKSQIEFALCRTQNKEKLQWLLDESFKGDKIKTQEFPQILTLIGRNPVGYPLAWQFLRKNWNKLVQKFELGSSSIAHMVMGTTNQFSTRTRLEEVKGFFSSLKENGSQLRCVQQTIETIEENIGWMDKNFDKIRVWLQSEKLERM
RAD54 inh = RAD54 (human) branch migration inhibition | Q92698 | RAD54 Holliday junction branch migration, FAM/BHQ fluorescence | inhibition, % at 10.4 µM | hit rate 0.14% among 360,000 | AID 602329;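 active = mean normalized replicate activity at least 40 and at least half of replicates scoring 40 or more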;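 also: 0% = median of neutral control wells and 100% = median of positive control wells; inhibitors cause a drop in the FAM fluorescence signal; in these data hits start at about 50%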
esBAF inh = SWI/SNF esBAF complex inhibition. mouse ES cells, Bmi1-luciferase knock-in reporter, 24 h; 100% = twice the neutral-well signal. hit rate 2% among 350,000. AID 602393. reporter increase, % at 12.5 µM; in the data active = activation above about 40%;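 also: 0% = median of the plate's neutral control wells and 100% = double that signal; a rise in the Bmi1 reporter signal indicates esBAF inhibition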
ARNT TACC3 PPI = ARNT/TACC3 interaction disruption; AID 623870; hit rate 0.66% among 390,000; AlphaScreen His-ARNT PAS-B/GST-TACC3 binding, luminescence; TACC3 fragment carries E629A point mutation; Q9Y6A5; inhibition, % at 9.99 µM;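 active = mean inhibition of replicates at least 50% and at least half of replicates each reaching 50%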;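 also: 0% = complete ARNT plus TACC3 wells and 100% = ARNT alone without TACC3; many hits fall short of the cut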
XiGFP reactiv = activators of X-chromosome reactivation in mouse fibroblasts; activation, % at 7.58 µM; XiGFP mouse fibroblasts, % GFP-positive cells imaging, 3 d; cells co-treated with 5-aza-dC sensitizer; scaled so ellipticine positive control = 100%; hit rate 0.055% among 360,000;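 active = mean normalized replicate activation at least 10% and every replicate at or above 10%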;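 also: 0% = median of on-plate neutral control wells and 100% = ellipticine 6 µM median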
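System: 68-5-11 XiGFP fibroblast line; Timing: 3 days compound exposure; Compound dosing: one concentration, pinned; Benchmarks: positive control ellipticine, 6 µM final; Buffer or medium: DMEM containing 5-aza-dC.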
GSIS activator = primary screen for activators of insulin secretion dependent on glucose, INS-1E cells, GLuc reporter luminescence. INS-1E GLuc reporter insulin secretion, 2-3 h. activation, % at 16.6 µM. hit rate 0.61% among 370,000. AID 743287;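 active = lowest replicate activation of at least 40%, so every replicate reaches that level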;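 also: 0% = median of neutral control wells and 100% = median of IBMX positive control wells; some compounds called inactive have numbers as strong as hits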
An asterisk follows results filed as active; . = not tested or not shown.

Each structure is followed by: esBAF inh	CFTR F508del cor	ARNT TACC3 PPI	XiGFP reactiv	RAD54 inh	ERAP1 inh	GSIS activator	RAD52 anneal inh
O=C(CCCCCNC(=O)c1ccccc1)C[N+](=O)[O-]
  .	1.6	4	0.0	.	0	.	-51
COCOc1cc(O)c2c(=O)c(OCOC)c(-c3ccc(OCOC)c(OCOC)c3)oc2c1
  5	3.5	7	.	-1	-1	.	5
CC(NC(=O)Nc1ccc(F)cc1F)c1ccc2c(c1)OCO2 (centres undefined)
  .	4.2	0	0.4	10	3	-5	-29
Cc1ccc(C)c(NC(=O)COC(=O)CCc2ccc(S(=O)(=O)N3CCOCC3)cc2)c1
  -7	-0.4	-5	0.0	-9	2	0	-9
Nn1nnc2ccccc21
  21	1.7	5	0.1	-5	-2	.	-6
C[C@@H]1CN([C@@H](C)CO)C(=O)c2cc(NC(=O)C3CC3)ccc2O[C@@H]1CN(C)Cc1ccccc1
  -2	2.3	-2	-0.2	-1	-3	-12	15
CCCCc1ccc(NC(=O)COc2ccc(C(=O)Nc3ccccc3OC)cc2)cc1
  .	-1.9	.	0.0	.	0	3	-8
O=S1(=O)N=C(Nc2ccc(N3CCOCC3)c(Cl)c2)c2ccccc21
  .	-1.3	6	0.0	.	6	2	-11
CN1C(=O)CC2(C)C1=CCc1scnc12 (centres undefined)
  .	-2.0	.	0.0	.	0	-8	0
O=C(OC(C(=O)NCc1ccco1)C(OC(=O)c1ccccc1)C(=O)NCc1ccco1)c1ccccc1 (centres undefined)
  .	0.1	-3	0.0	.	0	14	-10
CCN(C(=O)c1cnc(OC)cc1C(F)(F)F)c1ccc(Cl)cc1
  -3	0.5	-1	0.1	-1	1	.	0
N/C(=N\OC(=O)Cc1ccccc1[N+](=O)[O-])c1ccncc1
  0	.	-7	-0.1	-1	-4	26	-10
COc1ccc(C(=O)CN(CCC(=O)O)S(=O)(=O)c2ccc([N+](=O)[O-])cc2)cc1
  5	1.6	1	-0.4	0	.	6	-8
Cc1ccccc1NC(=O)N1CCc2ccccc2C1
  .	-1.2	3	-0.2	11	.	0	-13
Cc1cc(C)nc(N/C(=N\S(=O)(=O)Cc2ccccc2)Nc2ccc(F)c(Cl)c2)n1
  .	2.9	0	0.3	.	0	-6	0
CC(OC(=O)c1ccccn1)C(=O)Nc1ccc(C(F)(F)F)cc1 (centres undefined)
  5	-4.3	16	0.4	-3	-1	.	-5
COc1ccc(-c2nc(-c3ccncc3)no2)cc1
  -12	-1.6	5	0.2	2	0	1	3
O=C(C[C@@H]1CC[C@H]2[C@@H](COC[C@H](O)CN2Cc2cccc(C(F)(F)F)c2)O1)NCCc1ccncc1
  5	1.2	11	0.0	8	.	-18	.
CC(=O)N1[C@H](CO)[C@H](c2ccc(-c3ccccc3)cc2)[C@@H]1CNC(=O)NC(C)C
  .	5.1	.	0.6	.	-5	-6	-8
CC(=O)c1ccccc1NS(C)(=O)=O
  -3	5.2	.	0.0	-3	-5	-2	-2
O=C(c1ccc(S(=O)(=O)N2CCCCC2)cc1)N1CCN(CCN2C(=O)c3cccc4cccc(c34)C2=O)CC1
  .	-2.4	6	0.0	.	1	0	-3
Nc1c(C(=O)OCC(=O)NCc2ccccc2)[nH]c(=O)[nH]c1=O
  -2	1.7	4	.	0	.	7	-6
O=C(O)c1ccc(COc2ccc(/C=N/NC(=O)c3cccs3)cc2)cc1
  1	0.9	-6	.	-7	6	4	-27
O=C(O)/C=C/c1cccc2c1OCCO2
  -12	-2.4	0	0.1	-7	-1	18	-4
O=C(C[C@H]1CC[C@@H]2[C@H](COC[C@@H](O)CN2C(=O)Cc2ccccc2)O1)NC1Cc2ccccc2C1
  0	1.3	-2	0.2	11	1	-8	0
C[C@@H]1CN([C@@H](C)CO)C(=O)Cc2cc(NC(=O)CCC(F)(F)F)ccc2O[C@H]1CN(C)Cc1ccc(-c2ccccc2)cc1
  1	-5.4	-3	3.1	6	0	-13	31
COc1ccccc1-c1nnc(SCC(=O)NC2CC2)n1C
  -4	2.1	-13	0.2	14	-2	1	15
CNC(=O)C[C@@H]1CC[C@H]2[C@H](COc3ccc(NS(=O)(=O)c4cccc(F)c4)cc3C(=O)N2C)O1
  2	-0.1	-4	0.2	5	1	1	11
CCCCN(C)c1c(C)nc2ccc(C(=O)NCCc3c[nH]c4ccccc34)cn12
  -4	-0.2	.	0.1	0	9	-6	-15
O=C(Nc1ccc(Oc2ccccc2)cc1)c1ccc2nc([C@@H]3O[C@H](CO)[C@H](O)[C@H](O)[C@H]3O)[nH]c2c1
  -14	3.4	.	-0.1	-12	-2	.	-15

More entries follow.
Each structure is followed by: esBAF inh	CFTR F508del cor	ARNT TACC3 PPI	XiGFP reactiv	RAD54 inh	ERAP1 inh	GSIS activator	RAD52 anneal inh
C#CCNC(=O)C1=C[C@@H](c2ccc(C(F)(F)F)cc2)[C@H](CCCO)[C@@H](OCC)O1
  -4	3.6	-6	0.0	4	1	-10	-7
O=[N+]([O-])c1ccc(NCCCN2CCOCC2)c([N+](=O)[O-])c1
  .	-0.2	6	0.0	.	-4	0	9
COc1cccc(C(=O)N/N=C(/CCC(=O)O)c2ccccc2)c1
  .	.	3	0.7	.	0	.	-12
O=C(NCC[C@@H]1CC[C@@H](NS(=O)(=O)c2ccc(Cl)cc2)[C@H](CO)O1)c1ccc2c(c1)OCO2
  -1	-1.9	4	-0.1	3	-3	-10	-2
Cc1noc(C)c1NC(=O)N1C[C@H](O)COC[C@@H]2O[C@@H](CC(=O)NCC3CC3)CC[C@H]21
  0	-1.9	-4	0.3	4	0	4	2
CC(=O)N1CCN(S(=O)(=O)c2ccc3c(c2)CC(=O)N3)CC1
  -6	0.6	.	0.0	.	-3	7	0
NNC(=O)c1sc2nc(N3CCOCC3)c3c(c2c1N)CCCC3
  .	4.9	.	-0.1	5	2	3	-11
CC1(c2nnc(-c3cccc(Cl)c3)o2)CC(c2ccccc2Br)=NO1 (centres undefined)
  1	-0.4	-2	0.1	5	3	.	-2
Cc1cccc(C)c1OCC(=O)Nc1cc(Cl)ccc1-n1cncn1
  8	3.1	0	0.4	.	2	35	-20
Cc1cc(-c2nnc(CCC(=O)NC(C)c3ccc(F)cc3)o2)no1 (centres undefined)
  .	0.4	.	0.0	.	3	1	-9
CN(C)C(=O)C[C@@H]1C[C@@H]2c3cc(NC(=O)Nc4ccccc4)ccc3O[C@@H]2[C@@H](CO)O1
  5	1.4	-9	-0.1	-15	.	-2	.
COCCOC(=O)C1=C(C)NC(=S)NC1c1ccc(OCC(=O)N2CC(C)OC(C)C2)c(OC)c1 (centres undefined)
  -2	-4.5	-11	0.0	1	0	9	-1
CN1C(=O)[C@@H]2C[C@@]3([C@@]45C[C@H]6C(=O)N(C)[C@@H](Cc7ccccc7)C(=O)N6[C@@H]4Nc4ccccc45)c4ccccc4N[C@H]3N2C(=O)[C@@H]1Cc1ccccc1
  -3	-1.2	4	0.0	2	-3	7	-8
Cc1ccc(C(=O)NNC(=S)NCC2CCCO2)cc1[N+](=O)[O-] (centres undefined)
  -2	0.1	-1	0.3	-3	-2	-3	-11
CC(C)C(NC(=O)OCc1ccccc1)C(=O)NC(Cc1c[nH]c2ccccc12)C(=O)O (centres undefined)
  .	-6.0	.	0.0	.	5	9	-9
C[C@H]1CN([C@@H](C)CO)C(=O)Cc2cc(NC(=O)CCC(F)(F)F)ccc2O[C@@H]1CN(C)Cc1ccc(-c2ccccc2)cc1
  1	2.2	-3	0.0	4	1	-19	4
C[C@@H]1CCCCO[C@H](CN(C)C(=O)Cc2ccccc2)[C@H](C)CN([C@@H](C)CO)C(=O)c2cc(NC(=O)Nc3ccc4c(c3)OCO4)ccc2O1
  4	0.7	10	-0.5	-2	-3	-1	9
CCN(CC)CCNC(=O)Cn1ncc2ccccc2c1=O
  .	0.5	3	0.0	.	.	1	-10
Cc1cc(F)cc(-c2cc(C(=O)NCc3ccccn3)[nH]n2)c1
  11	-4.4	.	0.0	-3	1	13	1
CN(C)c1ccc(CN(C(=O)COc2ccc(F)cc2)C2CCS(=O)(=O)C2)cc1 (centres undefined)
  -12	1.6	6	.	.	-1	2	18
CCc1nc(CN2CCCC(C(=O)Nc3ccc(-c4cccc(OC)c4)cc3)C2)c(C)[nH]1 (centres undefined)
  8	1.6	.	-0.2	-6	-11	-5	-36
CCc1ccccc1NC(=O)CN(C)S(=O)(=O)c1ccc(-c2ccc(=O)[nH]n2)s1
  -3	3.7	-3	-0.1	21	0	-10	-24
Cc1cc(NC(=O)CSCC(=O)NC(C)c2ccccc2)no1 (centres undefined)
  -1	-3.3	-22	-0.8	-5	0	.	-12
Cc1noc(C)c1NC(=O)Nc1ccc2c(c1)CC(=O)N([C@@H](C)CO)C[C@@H](C)[C@H](CN(C)S(=O)(=O)c1c(C)noc1C)O2
  3	0.3	-1	0.0	-5	-2	6	0
C[C@H]1CN([C@@H](C)CO)C(=O)c2cccc(NS(=O)(=O)c3cn(C)cn3)c2O[C@H]1CN(C)C
  3	-0.3	-4	0.9	0	0	29	-6
CO[C@@H]1CN(C)C(=O)c2ccc(NC(=O)c3cnccn3)cc2OC[C@H](C)N(CCc2ccccc2)C[C@H]1C
  3	-1.4	2	0.2	-9	0	-30	1
O=C(c1cccn2c(=O)c3cc(Cl)ccc3nc12)N1CCOCC1
  1	.	-1	.	0	.	18	.
O=C(COC(=O)CCc1c[nH]c2ccccc12)NCc1ccc(Cl)cc1
  .	.	6	0.0	0	1	1	-15
COc1cccc(-c2ccc3c(c2)C2CC3CCN2C(=O)c2ccc(-c3ccccc3)cc2)c1 (centres undefined)
  -6	-3.0	.	0.0	-7	1	5	4
COc1ccc(S(=O)(=O)N(C)C[C@@H]2OCCCC[C@@H](C)Oc3ccc(NC(=O)c4ccncc4)cc3C(=O)N([C@@H](C)CO)C[C@@H]2C)cc1
  5	1.7	-3	0.0	-7	0	-10	5

Sorted by SMILES length (highest first): part of the list above
Each structure is followed by: esBAF inh	CFTR F508del cor	ARNT TACC3 PPI	XiGFP reactiv	RAD54 inh	ERAP1 inh	GSIS activator	RAD52 anneal inh
COc1cccc(-c2ccc3c(c2)C2CC3CCN2C(=O)c2ccc(-c3ccccc3)cc2)c1 (centres undefined)
  -6	-3.0	.	0.0	-7	1	5	4
Cc1cc(F)cc(-c2cc(C(=O)NCc3ccccn3)[nH]n2)c1
  11	-4.4	.	0.0	-3	1	13	1
CCN(CC)CCNC(=O)Cn1ncc2ccccc2c1=O
  .	0.5	3	0.0	.	.	1	-10

(listing goes on)
Each structure is followed by: esBAF inh	CFTR F508del cor	ARNT TACC3 PPI	XiGFP reactiv	RAD54 inh	ERAP1 inh	GSIS activator	RAD52 anneal inh
Cc1noc(C)c1NC(=O)N1C[C@H](O)COC[C@@H]2O[C@H](CC(=O)NCC3CCCCC3)CC[C@H]21
  7	-0.8	-7	0.3	10	1	5	-9
C[C@H](CO)N1C[C@H](C)[C@@H](CN(C)Cc2ccncc2)Oc2c(NC(=O)c3ccc(-c4nccs4)cc3)cccc2C1=O
  1	1.7	12	0.1	7	-1	3	-3
COc1ccc(NC(=O)N(C)C[C@@H]2Oc3ccc(NC(=O)Nc4ccccc4)cc3CC(=O)N([C@H](C)CO)C[C@H]2C)cc1
  1	2.8	-4	0.0	5	-1	8	-9
Cc1c(C(=O)N(C)C2CCCCC2)sc2ncnc(N3CCN(c4ccccc4)CC3)c12
  5	3.1	10	0.0	11	1	-11	-17
CCCCn1c(-c2cccnc2)n[nH]c1=S
  .	.	-6	-0.4	.	20	.	-16
CO[C@@H]1CN(C)C(=O)c2cc(NC(=O)c3cccc(F)c3)ccc2OC[C@H](C)N(C)C[C@@H]1C
  0	0.3	-3	-0.1	-3	0	-12	-8
CC1=C(C(=O)N(C)C)C(c2ccc(C)s2)NC(=S)N1 (centres undefined)
  .	2.3	10	0.3	.	2	12	-11
